Screening data from PubChem.
tim23-1 inh: tim23-1 yeast growth inhibition; S. cerevisiae tim23-1 growth, BacTiter-Glo luminescence, 24 h; inhibition, % at 20 µM; actives 1.3% (n = 330,000);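 active means growth inhibition of the mutant yeast at or above 50%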;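 further: temperature-sensitive mutant grown at 25 °C; plate controls were DMSO-treated mutant yeast for no effect and medium wells lacking yeast for full effect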
APJ antag: APJ receptor antagonism; AID 2521; P35414; actives 0.32% (n = 330,000); inhibition, % at 20 µM; CHO-K1 APJ beta-arrestin complementation, luminescence;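 active means inhibition above about 40% at 20 µM, limit read from the data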;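 further: cells challenged with 10 nM apelin-13 agonist together with compound; plate controls were apelin-13 plus DMSO wells for no effect and DMSO wells lacking apelin-13 for full effect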
Target sequence (P35414 whole entry, looked up): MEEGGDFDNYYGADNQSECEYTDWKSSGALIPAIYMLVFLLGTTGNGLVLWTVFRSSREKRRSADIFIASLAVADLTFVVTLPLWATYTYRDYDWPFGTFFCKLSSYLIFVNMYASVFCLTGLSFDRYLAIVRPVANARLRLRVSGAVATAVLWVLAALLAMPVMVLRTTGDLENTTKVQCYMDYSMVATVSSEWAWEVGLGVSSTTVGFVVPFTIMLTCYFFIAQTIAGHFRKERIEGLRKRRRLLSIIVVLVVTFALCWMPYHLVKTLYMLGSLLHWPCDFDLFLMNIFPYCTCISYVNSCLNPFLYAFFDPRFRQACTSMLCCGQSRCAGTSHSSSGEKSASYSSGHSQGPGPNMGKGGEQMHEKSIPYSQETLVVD
UPR CHOP act: apoptotic UPR (CHOP) activation | CHO-CHOP luciferase reporter, luminescence; percent of tunicamycin response over DMSO baseline | activation, % at 10 µM | actives 0.34% (n = 330,000);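 active means at 10 µM dose, activation of 40% or more, normalized to positive control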;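 further: 100% = tunicamycin at 10 µg/mL and 0% = DMSO alone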
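Assay system: CHO cells with stable CHOP pathway luciferase reporter; Buffer or medium: F12 plus 10% serum; Times: 16-18 h cell attachment, then 6 h compound exposure, 37 °C; Signal: luciferase luminescence; Read-out basis: percent activation relative to tunicamycin control; Control set: tunicamycin high control, DMSO low control.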
EBI2 block: EBI2 (human) antagonism. P32249. EBI2 beta-arrestin recruitment, luminescence, 7a,25-OHC stimulated. inhibition, % at 5 µM. actives 0.81% (n = 360,000). AID 651636; in the data active means inhibition above about 38%;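 further: enzyme fragment complementation signal reports receptor beta-arrestin coupling in cells; 0% = agonist plus DMSO wells and 100% = wells without agonist; some results beyond the cut were filed as inactive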
CCR6 antag: CCR6 (human) receptor antagonism; actives 0.49% (n = 340,000); CHO-K1 CCR6 PathHunter beta-arrestin, luminescence, CCL20-stimulated; inhibition, % at 20 µM; P51684;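 active means compounds whose inhibition of the agonist-driven luminescence signal at 20 µM reaches about 50%, limit read from the data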;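 further: cells stimulated with CCL20 at 14 nM final; plate controls were DMSO with CCL20 for no effect and DMSO without agonist for full effect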
Target sequence (P51684 whole entry, looked up): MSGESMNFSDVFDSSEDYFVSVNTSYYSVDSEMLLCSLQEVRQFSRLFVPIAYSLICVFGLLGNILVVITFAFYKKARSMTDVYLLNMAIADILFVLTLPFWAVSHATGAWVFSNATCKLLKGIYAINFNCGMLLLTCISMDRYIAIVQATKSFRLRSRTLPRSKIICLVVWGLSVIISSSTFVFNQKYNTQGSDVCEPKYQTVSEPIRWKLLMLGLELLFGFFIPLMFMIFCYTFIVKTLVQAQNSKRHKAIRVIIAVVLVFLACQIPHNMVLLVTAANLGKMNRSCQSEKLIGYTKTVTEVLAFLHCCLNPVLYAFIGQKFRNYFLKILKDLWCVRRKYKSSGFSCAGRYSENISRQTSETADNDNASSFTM
XBP1 UPR activ: activators of adaptive arm of unfolded protein response (XBP1) | CHO-XBP1 luciferase reporter, IRE1-XBP1 UPR activation, luminescence; percent of tunicamycin response, DMSO as zero | activation, % at 20 µM | AID 463104 | actives 0.33% (n = 330,000);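 active means versus positive control, 20 µM dose yields 30% or more activation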;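 further: 100% = tunicamycin at 10 µg/mL and 0% = DMSO only wells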
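Material: CHO-XBP1 cells stably carrying IRE1-XBP1-driven luciferase reporter / Amount: 1000 cells per well / Compound: 20 µM, 1% DMSO / Times: 6 h treatment, 37 °C / Detection: luciferase luminescence / Measure: % activation of reporter signal versus tunicamycin and DMSO controls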
Mdm2-MdmX inh: human Mdm2/MdmX binding inhibition. O15151+Q00987. AID 485346. SaOS-2 split-luciferase Mdm2/MdmX complementation, luminescence. actives 3% (n = 330,000). inhibition, % at 8 µM;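 active means inhibition of at least 50% at 8 µM in the primary screen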
CXCR6 inh: blocks human CXCR6 beta-arrestin recruitment | O00574 | CHO-K1 PathHunter CXCR6 beta-arrestin, luminescence | inhibition, % at 20 µM | actives 0.36% (n = 360,000) | AID 602244; in the data active means inhibition above about 34%, passing the limit was not always enough;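 further: antagonist mode with CXCL16 agonist at 10 nM final; 0% = 10 nM CXCL16 with DMSO and 100% = unstimulated wells without agonist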
Target sequence (O00574 whole entry, looked up): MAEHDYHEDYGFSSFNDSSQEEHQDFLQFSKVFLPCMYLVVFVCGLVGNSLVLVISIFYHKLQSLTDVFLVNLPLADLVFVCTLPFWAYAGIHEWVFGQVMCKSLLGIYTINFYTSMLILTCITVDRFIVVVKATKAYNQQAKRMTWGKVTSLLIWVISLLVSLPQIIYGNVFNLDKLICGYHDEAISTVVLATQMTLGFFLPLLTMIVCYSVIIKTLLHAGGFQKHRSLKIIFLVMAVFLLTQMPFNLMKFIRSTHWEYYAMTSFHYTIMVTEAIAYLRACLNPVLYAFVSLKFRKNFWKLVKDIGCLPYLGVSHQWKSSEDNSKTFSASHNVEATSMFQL
APJ ag: APJ receptor agonism. P35414. activation, % at 20 µM. CHO-K1 APJ PathHunter beta-arrestin, luminescence; 0% DMSO wells, 100% apelin. actives 0.11% (n = 330,000);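 active means activation more than six SD over the plate average, tested at 20 µM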;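 further: 0% = DMSO alone and 100% = apelin-13 at 10 nM; some results filed as inactive read as strong as hits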
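Test system – PathHunter CHO-K1 APJ (AGTRL-1) beta-arrestin reporter cells · Input – 1000 cells/well · Compound – single test compound dose, 20 µM final, 1% DMSO · Times – compound stimulation 90 min at 25 °C, detection 60 min · Technique – beta-gal luminescence · Read-out basis – APJ–arrestin association signal · Control set – negative DMSO alone, positive Apelin-13 at 10 nM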
Active calls of the source: *; i = inactive; . = not tested or not shown.

entry	SMILES	tim23-1 inh	APJ antag	UPR CHOP act	EBI2 block	CCR6 antag	XBP1 UPR activ	Mdm2-MdmX inh	CXCR6 inh	APJ ag
1	CCC(C)NC(=O)c1ccc(CNS(=O)(=O)c2ccc3c(c2)C(C)(C)C(=O)N3C)cc1 (stereo unspecified)	14	3	2.7	-3	6	2	10	0	-2
2	O=C(Cn1cnc2cc([N+](=O)[O-])ccc2c1=O)N(Cc1ccccc1)C1CCS(=O)(=O)C1 (stereo unspecified)	21	-31	-1.5	1	2	0	5	1	3
3	CCOc1ccc(N/C(N)=N/c2nc(CSc3nnc(C)s3)cc(=O)[nH]2)cc1	-1	1	-2.3	-12	18	8	67*	-3	-1
4	CC1Cc2ccccc2N1C(=O)CN1CCC(C(N)=O)CC1 (stereo unspecified)	0	11	-1.5	-2	-6	-3	23	0	-2
5	Cc1cccc(NC(=O)C2COc3ccccc3O2)c1 (stereo unspecified)	24	14	1.2	4	8	0	6	-2	-2
6	COc1cc(-c2nn3c(C4CCCCC4)nnc3s2)cc(OC)c1OC	-8	-3	-3.2	-4	-7	11	49	1	-1
7	O=C(CN1C(=O)COc2ccccc21)NCCCN1CCCC1	-8	26	1.7	-2	13	-4	-6	-6	0
8	Nc1ccccc1SCc1cn2ccccc2n1	3	13	0.7	-10	8	0	-25	-8	-4
9	COc1ccc(NC2=NCC(=O)N2c2ccccc2F)c(OC)c1	17	6	-1.8	-4	3	0	-5	2	7
10	CSc1ccccc1NC(=O)Cn1nc([N+](=O)[O-])c(Cl)c1C	-4	26	1.8	-7	-5	-2	29	1	-1
11	COc1ccc2c(c1)c(C(=O)CN1CCCCC1)c(C)n2C	6	-13	0.7	-13	8	-4	-16	1	0
12	CCc1nc(NCCCN2CCOCC2)c2oc3ccccc3c2n1	-52	7	-0.3	-12	5	3	19	3	-4
13	CC(C)(C)C(=O)C(CO)(Oc1ccc(Cl)cc1)n1cncn1 (stereo unspecified)	i	22	-1.2	7	4	-1	17	-13	-1
14	CN(C(=S)NC(=O)CCCOc1ccc(Cl)cc1Cl)c1ccccc1	42	18	-2.6	4	24	-1	17	5	-3
15	O=C(O)CCN1C(=O)C2CCCCC2C1=O (stereo unspecified)	20	2	1.6	-14	11	-4	-4	1	9
16	CCn1c(CC(=O)Nc2cccc(OC)c2)nnc1SCC(=O)Nc1nccs1	10	14	1.1	-12	1	-1	57*	-3	-4
17	CCOc1ccc(CC(=O)NNC(=S)NCCc2ccccc2)cc1	-6	21	-1.0	-6	3	1	18	-12	-3
18	Cc1ccc(C(C(=O)NC(C)(C)C)N(C(=O)c2csnn2)C2CC2)cc1 (stereo unspecified)	15	6	-1.2	-2	-2	0	17	5	0
19	CCCCNC(=O)CSc1nc2ccc(NC(=O)CSc3nnc(COc4ccccc4C)n3C)cc2s1	-26	2	-2.3	15	12	3	24	16	5
20	Cc1ccc(C(C)(C)C)cc1S(=O)(=O)Nc1cccc(S(=O)(=O)NC2=NCCC2)c1	-9	-20	0.4	2	5	-1	-6	-8	-3
21	COC1=C(c2ccccc2)C(=O)c2ccccc2C1=O	37	-14	-0.2	-1	6	-3	-13	0	12*
22	Cc1sc(NC(=O)C2C3C=CC(C3)C2C(=O)O)c(C(N)=O)c1-c1ccc(C(C)C)cc1 (stereo unspecified)	20	-2	-3.9	-4	-5	-3	-14	-5	-2
23	CC(C)Cn1cnc2c(=O)oc3ccccc3c21	-16	-12	-1.7	-3	-22	9	11	9	-3
24	COc1cc(NC(=O)c2[nH]cnc2C(N)=O)cc(C(=O)Nc2cccc(C(F)(F)F)c2)c1	2	-8	13	-7	-4	-2	97*	-2	2
25	O=C(O)c1cc(N/N=C/c2ccc3c(c2)OCO3)ccc1Cl	11	5	-3.9	-13	1	-4	-170	-4	3
26	CC(C)CCNC(=O)NC(=O)CN1C(=O)NC2(CCCCC2)C1=O	-1	-9	-0.4	-1	14	1	29	-3	-5
27	COCCn1c(N)c(N(Cc2ccccc2)C(=O)c2ccc(C#N)cc2)c(=O)[nH]c1=O	5	-22	-2.2	-4	-5	-1	-9	-10	2
28	O=C1C(=O)N(CCO)C(c2cccc(F)c2)/C1=C(\O)c1ccc(Cl)cc1 (stereo unspecified)	16	17	4.9	-3	2	0	-11	9	-1
29	CCCC/C=C/C(NC(=O)CCc1ccccc1)c1ccccc1 (stereo unspecified)	14	3	-1.6	11	11	-2	20	0	-5
30	COc1ccccc1C(=O)Nc1ccnn1C1CCN(Cc2cnc(N(C)C)s2)CC1	3	16	-0.4	1	2	-6	4	-1	2
31	COc1ccccc1C(=O)NC(=O)COC(=O)CCOc1ccc(C)cc1	17	15	1.5	-8	3	-2	39	-1	-3
32	OCCNc1nc(Nc2cccc(O)c2)nc2ccccc12	-16	-5	-0.3	-3	-12	15	20	-10	4
33	CC(C)N(C(=O)Cn1cnc2cc([N+](=O)[O-])ccc2c1=O)C(C)C	20	-20	0.5	.	.	0	7	.	3
34	Cc1cc(C)c(S(=O)(=O)c2ccccc2C(=O)O)c(C)c1	-1	21	2.2	3	-9	0	1	3	1
35	COc1ccc(C2CCCN2C(=S)Nc2cccc(Cl)c2)cc1OC (stereo unspecified)	35	-18	-0.4	-10	10	-2	30	-3	-2
36	O=C(CSc1ccc(F)cc1)Nc1ccc(C2SCCS2)cc1	6	16	4.2	-26	0	7	-18	-7	-3
37	COc1ccc(C(=O)NCCSCc2cccc(Cl)c2)cc1OC	13	5	2.0	5	15	-3	17	10	2
38	CCc1ccccc1NC(=O)CN(C1CCCCC1)S(C)(=O)=O	9	0	1.4	-3	-1	0	16	-6	-3
39	COc1ccc(-c2nn(C)c(=O)c3ccccc23)cc1NC(=O)COc1ccc(C)cc1	2	0	3.0	17	-3	-4	50	6	1
40	COC(=O)C1=C(C)N=C2SCCC(=O)N2C1c1ccc(C(=O)OC)cc1 (stereo unspecified)	28	4	-1.1	12	5	-2	3	1	9
41	CCN1CCN(c2cc(C)c3cc(NC(=S)N(CC)CC)ccc3n2)CC1	-4	13	0.4	-7	14	-2	27	4	-1
42	CSc1nnc(-c2ccc([N+](=O)[O-])cc2)o1	-10	-5	2.8	4	-4	0	15	-2	0
43	Cc1oc2cc(O)ccc2c(=O)c1-c1ccccc1	20	10	0.3	-9	8	-1	-35	-1	-1
44	CC(C)(C)NNC(=S)Nc1cccc(F)c1	0	1	0.0	-6	5	-2	6	1	2
45	COc1ccc(N2CCN(C(=O)COC(=O)CSc3ccccc3)CC2)cc1	23	11	1.8	1	8	1	13	2	-2
46	CCC(=O)Nc1ccc(NC(=O)CSc2nc3c(c(=O)n(C)c(=O)n3C)n2CC)cc1	15	16	-0.6	-2	7	0	9	2	2
47	Cc1ccc(CNC(=O)CCS(=O)(=O)c2cc3c(cc2C)NC(=O)CO3)cc1	8	0	-1.8	-7	3	0	28	7	-8
48	O=S(=O)(c1cccs1)N1CCN(Cc2cccc(F)c2)CC1	18	6	0.5	-8	-4	-3	13	0	5
49	Cc1nc(SCC(=O)NCC2CCCO2)nc(C)c1C (stereo unspecified)	11	1	0.0	-12	-9	-3	14	-1	-5
50	CCOc1ccccc1/C=N/n1nnnc1N	6	-18	-1.2	-9	1	-3	-5	-2	-1
51	O=C(O)Cc1ccc(C(=O)c2ccc(Cl)cc2Cl)s1	8	-2	-0.7	-1	2	-1	12	1	-2
52	O=C(CSCC(=O)N1CCOCC1)Nc1ccccc1	15	5	-1.6	1	8	4	-8	4	-1
53	O=C(Nc1nnc(CC(c2ccccc2)c2ccccc2)s1)c1ccco1	-14	21	-2.2	-2	17	-1	0	4	-3
54	CC(=O)c1cn(CCOc2ccc(F)cc2)c2ccccc12	10	-9	-2.3	23	13	-3	26	-18	6
55	Cc1cccc(Cc2nnc(CCC(=O)N3CCCCC3c3nccs3)o2)c1 (stereo unspecified)	16	-9	2.2	7	0	1	-24	-7	-3
56	CC(C(=O)Nc1ccc(S(=O)(=O)N2CCCCC2)cc1)N1CCN(c2ccccn2)CC1 (stereo unspecified)	11	-12	-0.5	.	.	-1	-16	.	3
57	O=C(c1cc2ccccc2cc1O)N1CCN(c2cccc(Cl)c2)CC1	47	-4	0.9	1	-8	-1	-2	-11	9
58	COC(=O)c1c(C#N)c(N)nc2c1CCC2	4	2	-3.0	-1	8	-4	10	-8	-1
59	Cc1ccc(CC(=O)NCC2CCCCC2)cc1	29	-13	2.9	4	7	-1	7	3	-3
60	COc1ccccc1CN1CCNC(=O)C1CC(=O)NCCCn1cccn1 (stereo unspecified)	8	4	0.0	-9	-3	-2	10	-2	-2

Next part
entry	SMILES	tim23-1 inh	APJ antag	UPR CHOP act	EBI2 block	CCR6 antag	XBP1 UPR activ	Mdm2-MdmX inh	CXCR6 inh	APJ ag
61	O=C(COc1c(Cl)cc(Cl)cc1Cl)c1ccc(Cl)cc1	3	-11	-0.4	-17	16	0	12	6	-5
62	CC(=O)N1CCN(C(=O)CN2C(=O)NC(C)(c3ccc4ccccc4c3)C2=O)CC1 (stereo unspecified)	-2	6	1.4	-6	8	-2	-1	-5	-3
63	OC[C@H]1NC[C@@H](O)[C@@H]1O	2	16	-1.5	2	10	-9	4	1	-7
64	CCCCn1c(N)c(N(CC(C)C)C(=O)C2CCN(S(=O)(=O)c3ccc(F)cc3)CC2)c(=O)[nH]c1=O	7	22	4.2	2	-3	-4	33	-4	-4
65	Cc1ccc(NC(=S)Nn2cnnc2)c(C)c1	4	21	-0.6	9	.	-6	5	1	-4
66	Cc1oc(-c2cccc(F)c2)nc1CN1CCCN(C(=O)c2ccco2)CC1	-3	5	-1.0	1	-6	-4	30	4	-1
67	CCOc1cc(N2CCOCC2)c(OCC)cc1NC(=O)c1cc(S(=O)(=O)N2CCOCC2)ccc1Cl	14	15	1.1	-5	5	-4	44	9	-4
68	CC(C)(C)C(=O)NC1(C(F)(F)F)NC(=O)N(Cc2ccccc2)C1=O (stereo unspecified)	-8	6	-0.1	2	-5	-2	-10	1	2
69	COc1ccc(S(=O)(=O)N2CCOCC2)cc1NC(=O)CSc1nnc(NC2CC2)s1	-6	0	-0.9	-10	3	-1	12	-1	1
70	COc1ccc(C)cc1NC(=O)c1ccc(CN2CCN(c3ccccc3)CC2)cc1	36	0	-1.2	13	10	-2	34	0	-4
71	O=S(=O)(Nc1ccncc1Cl)c1ccc2ccccc2c1	5	-27	-0.2	5	3	-1	1	-4	1
72	O=C(NCCCN1CCOCC1)C1(c2ccccc2)CCCC1	0	-1	-0.5	1	-15	-4	-5	0	-2

Looked up by compound from above, 2 records:
entry	SMILES	tim23-1 inh	APJ antag	UPR CHOP act	EBI2 block	CCR6 antag	XBP1 UPR activ	Mdm2-MdmX inh	CXCR6 inh	APJ ag
71	O=S(=O)(Nc1ccncc1Cl)c1ccc2ccccc2c1	5	-27	-0.2	5	3	-1	1	-4	1
69	COc1ccc(S(=O)(=O)N2CCOCC2)cc1NC(=O)CSc1nnc(NC2CC2)s1	-6	0	-0.9	-10	3	-1	12	-1	1

A portion of the library, so the mix of outcomes need not match the whole.
